RAM network inh = inhibitors of the yeast RAM network | S. cerevisiae dse1pr::URA3 reporter, 5-FOA growth OD615, 2 d; analog-sensitive cbk1-as2 kinase mutant strain | 190,000 compounds, 1.8% hits | inhibition, % at 50 µM;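 active = inhibition above a set limit, 3 SD over mean compound inhibition, cut at about 8.4% in these data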;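 note: 0% = DMSO-only wells with no growth and 100% = 10 µM 1-NA-PP1 full growth; inhibition rescues growth on 5-FOA so higher OD means more RAM inhibition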
S1P3 antag = S1P3 (human) receptor antagonism | 170,000 compounds, 0.27% hits | AID 485 | inhibition, % at 4.98 µM | Q99500 | CHO S1P3 NFAT-BLA reporter, FRET fluorescence, antagonist mode;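 active = inhibition above the plate cutoff, the mean inhibition of test wells on that plate plus 3 SD, cut at about 28% in these data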;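 note: cells challenged with S1P at its EC80 of 0.8 µM; blue over green emission ratio from cleaved BLA substrate after 4 h stimulation; 0% = S1P-stimulated wells and 100% = unstimulated DMSO-only wells; some compounds past the cut are filed as inactive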
Target sequence (Q99500 whole entry, looked up): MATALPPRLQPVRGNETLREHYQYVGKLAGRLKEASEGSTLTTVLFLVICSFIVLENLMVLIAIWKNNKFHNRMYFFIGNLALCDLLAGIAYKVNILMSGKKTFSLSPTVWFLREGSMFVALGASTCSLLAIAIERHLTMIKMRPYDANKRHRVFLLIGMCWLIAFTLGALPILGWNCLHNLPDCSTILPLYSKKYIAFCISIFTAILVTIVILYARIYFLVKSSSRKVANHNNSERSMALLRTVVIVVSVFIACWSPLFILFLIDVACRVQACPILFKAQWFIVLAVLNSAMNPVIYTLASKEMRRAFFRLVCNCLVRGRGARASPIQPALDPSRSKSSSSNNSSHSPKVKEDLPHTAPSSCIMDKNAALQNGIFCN
HMGR II inh = inhibitors of class II HMG-CoA reductase from Enterococcus faecalis. AID 1066. inhibition, % at 10 µM. purified E. faecalis HMGR, NADPH absorbance 340 nm kinetic. 190,000 compounds, 0.41% hits;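 active = inhibition above a set limit, the median over all tested compounds plus 3 SD, cut at about 9.5% in these data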;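 note: enzyme runs in reverse so mevalonate oxidation gives rising NADPH absorbance; 0% = complete reaction with DMSO and 100% = background rate lacking mevalonate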
PMI act satM6P = PMI (human) activation, high substrate. P34949. activation factor at 20 µM. AID 1216. 190,000 compounds, 0.34% hits. coupled PMI enzyme assay, resazurin fluorescence, 20 min; hits give high values; 1 = untreated enzyme, 0 = substrate-free blank;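 active = activation factor of 2 or more at 20 µM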
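Test system: Human PMI in coupled enzyme assay | Input: 15 ng/mL PMI | Medium: HEPES-buffered pH 7.4 with magnesium and detergent | Compound: One concentration, 20 µM, in 1% DMSO | Incubation: Enzyme reaction with compound 20 min at room temperature | Detection: Diaphorase-driven resazurin-to-resorufin fluorescence, excitation 544, emission 590 nm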
L major viab = inhibitors of Leishmania major promastigote growth | Leishmania major promastigotes, resazurin fluorescence viability | inhibition, % at 10 µM | 200,000 compounds, 9% hits | AID 1063; in the data active = inhibition above about 50%;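 note: promastigotes grown with compound for 44 hours at 28 °C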
TNAP inh noacc = blocks human TNAP activity with no phosphate acceptor present | P05186 | purified TNAP, CDP-star luminescence, 30 min | inhibition, % at 20 µM | 200,000 compounds, 0.26% hits | AID 1012;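 active = tissue-nonspecific alkaline phosphatase inhibition above about 50% at 20 µM in the single-dose screen, limit read from the data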;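 note: 0% = DMSO negative control and 100% = EDTA positive control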
Target sequence (P05186 whole entry, looked up): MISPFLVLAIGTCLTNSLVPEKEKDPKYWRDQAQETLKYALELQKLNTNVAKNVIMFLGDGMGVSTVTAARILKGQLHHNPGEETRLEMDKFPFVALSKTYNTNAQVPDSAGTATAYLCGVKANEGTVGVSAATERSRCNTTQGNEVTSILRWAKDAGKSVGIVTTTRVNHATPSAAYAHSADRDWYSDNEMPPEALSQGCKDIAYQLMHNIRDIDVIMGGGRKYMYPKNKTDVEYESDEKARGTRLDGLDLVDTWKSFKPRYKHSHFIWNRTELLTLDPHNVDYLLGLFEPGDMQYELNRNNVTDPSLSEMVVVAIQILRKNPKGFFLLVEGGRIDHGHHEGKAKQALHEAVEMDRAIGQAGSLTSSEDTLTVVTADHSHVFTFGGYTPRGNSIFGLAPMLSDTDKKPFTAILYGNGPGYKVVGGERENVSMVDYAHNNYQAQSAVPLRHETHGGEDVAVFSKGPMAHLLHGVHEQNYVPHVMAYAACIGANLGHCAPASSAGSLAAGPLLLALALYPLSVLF
PMI act = activators of human phosphomannose isomerase | purified human PMI, coupled resazurin fluorescence, 20 min; hits give high values; 1 = vehicle control, 0 substrate-free wells | P34949 | AID 1214 | activation factor at 20 µM | 190,000 compounds, 0.005% hits;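 active = activation factor of 2 or more at 20 µM, relative to plate controls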
DTT redox prof = compounds producing H2O2 with reducing agent – biochemical, NIH compound library profiling, artefact control for MLSCN library redox annotation, primary screen; DTT-dependent redox cycling H2O2, phenol red/HRP absorbance; 100% = 100 µM peroxide control, 0% = buffer; activation, % at 10 µM; 200,000 compounds, 0.03% hits;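 active = activation of at least 50% relative to the plate's high and low controls in the primary single-dose screen; inactive = activation below 50%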;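 note: compound incubated with DTT at 0.8 mM final as the reducing agent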
Hsp70 activator = transcriptional activators of Hsp70; AID 1203; activation, % at 10 µM; 200,000 compounds, 0.04% hits; HeLa Hsp70 promoter luciferase reporter, luminescence; scaled: vehicle 0, proteasome-inhibitor control 100%;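 active = activation above the mean across all tested compounds plus 3 SD, cutoff set per campaign, cut at about 5.5% in these data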;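 note: 100% = MG132 at 30 µM as the positive control and 0% = DMSO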
TNAP inh hiacc = TNAP (human) inhibition, high acceptor. purified TNAP, CDP-star luminescence, 1 M DEA. P05186. inhibition, % at 20 µM. 200,000 compounds, 0.03% hits. AID 1135;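 active = over 50% inhibition of tissue-nonspecific alkaline phosphatase at 20 µM in the single-dose screen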;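 note: plate controls were DMSO wells for no effect and EDTA-quenched wells as full inhibition for full effect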
An asterisk follows results filed as active; . = not tested or not shown; & = joins results of further samples. Rows are unselected (roughly 12% active in at least one column).

SMILES | RAM network inh | S1P3 antag | HMGR II inh | PMI act satM6P | L major viab | TNAP inh noacc | PMI act | DTT redox prof | Hsp70 activator | TNAP inh hiacc
CCOC(=O)C1C(=O)Oc2ccc3ccccc3c2C1C1CCOC1=O (stereo unspecified) | 1.9 | -24.4 | 2.7 | 1 | -4.0 | -19.2 | 1.1 | -0.8 | 0.2 | -1.5
CN(C[C@H](Cc1ccccc1)N(C[C@H](Cc1ccccc1)N(CC1(c2ccccc2)CC1)N=O)N=O)N=O | 7.1 | 3.2 | -0.7 | 0.9 | 11.6 | -11.0 | 0.9 | 0.5 | -0.1 | -8.5
Cc1cc(C)c(-c2csc(NC(=O)/C=C/c3cccs3)n2)c(C)c1 | 4.5 | 12.1 | -0.9 | 1 | 25.9 | -9.1 | 0.9 | -0.2 | -0.5 | -5.7
Cc1cc(C(=O)COC(=O)C2=NNC(=O)CC2)c(C)n1-c1ccccc1 | 0.7 | . | -1.5 | 1 | -3.2 | -8.6 | 0.9 | 0.5 | -0.2 | -2.8
CCOc1ccccc1N(CC(=O)N/N=C/c1cc(Br)ccc1OC)S(C)(=O)=O | -0.8 | -3.0 | 5.6 | 1 | 4.7 | -4.1 | 0.9 | 0.3 | 0.1 | -2.7
N#CCCN1CCN(Cc2cc(-c3ccccc3)ccc2O)CC1 | -0.1 | -21.0 | -4.4 | 0.9 | 91.0* | -1.1 | 0.9 | 0.6 | -0.3 | 2.4
COc1ccc(-c2[nH]n(-c3ccc([N+](=O)[O-])cc3)c(=O)c2C=NCCN2CCNCC2)cc1 | 0.0 | 3.8 | 0.3 | . | 33.7 | 9.3 | . | 0.8 | 0.4 | 5.7
CCOC(=O)C1=C(C)C(c2ccccc2)NC(=S)N1 (stereo unspecified) | 2.0 | . | -0.6 | 0.9 | -2.0 | -3.9 | 0.8 | -3.6 | -0.3 | -1.3
CCC(C)NC(=O)c1ccc2c(c1)N(Cc1ccccc1)C(=O)CS2 (stereo unspecified) | 4.9 | -12.1 | -0.6 | 1 | 0.8 | -9.7 | 1 | -0.1 | -0.5 | 0.1
COc1ccc(Cn2nnnc2CN2CCOCC2)cc1 | 0.2 | -11.6 | -2.1 | 0.9 | -2.2 | 0.8 | 1 | 2.3 | -0.2 | 2.6
CCc1ccc(CNCCNCC(C)O)cc1 (stereo unspecified) | 0.4 | . | -3.6 | 1 | -4.7 | 1.6 | 0.9 | -7.9 | -0.1 | -1.5
O=C(OCCN1C(=O)c2cccc3c(N4CCOCC4)ccc(c23)C1=O)c1cc(Cl)cc(Cl)c1 | 8.5* | 7.0 | 0.2 | 1 | 71.0* | -4.3 | 1 | 1.6 | -0.3 | -3.6
O=C(Cc1ccc(Br)cc1)NC1CCCCC1 | 0.6 | . | -3.5 | 1 | 12.1 | -15.7 | 1.1 | 0.1 | -0.1 | -3.6
O=C(CN1C(=O)c2ccccc2S1(=O)=O)Nc1cccnc1 | 3.5 | -1.4 | -4.4 | 0.9 | -8.8 | -6.1 | 1 | 1.0 | 0.1 | -1.6
O=C(COc1ccccc1Cl)N1CCN(c2ncccn2)CC1 | 0.5 | -75.2 | -2.3 | 1.1 | -1.1 | -0.3 | 1.1 | 2.9 | -0.2 | -7.3
Cn1nc(OCC(N)=O)ccc1=O | 0.5 | -15.1 | -1.1 | 0.9 | -5.6 | -4.7 | 0.9 | -0.3 | 0.2 | 0.5
COc1ccccc1N1CCN(C(=O)Nc2ccc([N+](=O)[O-])cc2)CC1 | 2.1 | 10.4 | -1.9 | 1 | 5.8 | -10.8 | 1 | -0.6 | -0.2 | 0.8
Clc1ccc(Cn2ccc(C3CC3)n2)cc1 | -1.1 | -9.2 | -4.7 | 0.9 | 2.2 | -17.4 | 0.9 | -1.5 | -0.2 | -6.1
O=C(CC(c1ccco1)C1CCCCC1=O)c1ccccc1 (stereo unspecified) | 1.6 | . | 0.4 | 1 | 3.1 | -5.6 | 1 | 0.0 | -0.6 | -0.7
CS(=O)(=O)N(CCc1ccccc1)CC(=O)Nc1ccc2c(c1)OCO2 | 3.4 | 9.0 | -2.9 | 0.8 | 0.0 | -8.6 | 0.8 | -0.7 | -0.2 | -2.2
CC1CN(c2oc(-c3ccco3)nc2S(=O)(=O)c2ccccc2)CC(C)O1 (stereo unspecified) | 0.8 | -2.1 | -0.4 | 1 | -2.7 | 5.9 | 1.2 | 0.3 | -0.3 | -2.0
CCOC(=O)c1oc2ccc(S(=O)(=O)Nc3ccc4c(c3)n(C)c(=O)n4C)cc2c1C | 2.2 | 13.8 | -8.4 | 0.9 | 44.1 | -9.5 | 0.9 | 3.2 | 0.1 | -0.6
Cn1c(C(=O)N2CCN(Cc3ccc4c(c3)OCO4)CC2)cc2sccc21 | -0.5 | 8.8 | -0.2 | 1.1 | 70.2* | -9.2 | 1.1 | 0.0 | 0.4 | -10.5
O=C(NCC1CCCO1)c1onc(CSc2cccc(Cl)c2)c1C(=O)O (stereo unspecified) | 0.0 | . | -5.2 | 1 | -5.7 | -7.2 | 1 | 19.4 | 0.3 | -1.2
COc1cc2c(cc1NC(=O)CN1C(=O)NC3(CCc4ccccc43)C1=O)oc1ccccc12 (stereo unspecified) | 6.1 | -11.6 | 0.5 | 0.9 | 18.4 | -12.1 | 0.9 | 0.2 | -0.3 | -11.0
CCCOc1ccc(Cc2nn[nH]n2)cc1 | -0.1 | . | -3.0 | 1.1 | -7.5 | -5.0 | 1.1 | -0.7 | -0.4 | -4.6
Cc1cc(N2CCC(C(=O)N3CCN(c4cccc(C)c4C)CC3)CC2)n2ncnc2n1 | 0.7 | -6.6 | -0.8 | 1 | 4.2 | -10.7 | 1 | -2.2 | -0.3 | -4.7
C/C=C/C=N/Nc1nc(-c2ccc([N+](=O)[O-])cc2)cs1 | 0.9 | 13.6 | -1.4 | 1 | 9.2 | 2.8 | 1 | 0.4 | -0.3 | 6.2
Cc1cc(C)c2nc(NC3=NCN(CCN4CCOCC4)CN3)nc(C)c2c1 | . | -8.3 | . | 0.9 | . | -4.7 | 0.9 | . | . | -5.8
S=C(NC1CCCCCC1)NC1CCCC1 | -0.2 | -5.5 | -6.0 | 1.1 | 11.8 | -0.3 | 1 | 0.8 | 0.0 | -1.4
Cc1ccc2nc(-c3cccnc3)cc(C(=O)N3CCN(c4ccc([N+](=O)[O-])cc4)CC3)c2c1 | 0.9 | -13.5 | -2.2 | 0.9 | 15.7 | 3.3 | 1 | -0.4 | -0.1 | 4.6
COc1ccc(C2=NN(c3ccccc3)C(c3cn(CCC(=O)O)nc3-c3ccccc3)C2)cc1 (stereo unspecified) | 4.1 | -10.6 | -2.6 | 1.1 | 1.2 | -16.1 | 1.2 | -0.2 | 0.0 | -6.2
CC(C)CN(C(=O)CSc1nn(-c2ccc(Cl)cc2)c(=S)s1)C1CCS(=O)(=O)C1 (stereo unspecified) | 5.0 | -1.6 | -1.8 | 1 | 18.5 | -0.6 | 0.9 | -0.5 | -0.1 | -1.7
Nc1nc(N)c(Cc2ccc(Cl)cc2Cl)c(N)n1 | 2.3 | -45.0 | 0.1 | 1 | 63.7* | 2.0 | 1.1 | -0.4 | -0.3 | -3.5
COc1ccc(/C=C/C(=O)NCc2cn(C)nc2C)cc1COc1ccc(Br)cc1 | 0.4 | . | -5.8 | 0.9 | 22.0 | -8.2 | 0.8 | -6.0 | 0.0 | -6.0
CC(C)Sc1nc2c(cnn2-c2ccccc2)c(=O)[nH]1 | 2.0 | -2.7 | -10.2 | 1 | -5.0 | -7.2 | 1 | -1.0 | -0.3 | -6.0
CCN(CC)CCn1c(NCc2ccco2)nc2ccccc21 | 1.6 | . | 0.7 | 1.1 | 1.4 | -11.8 | 1 | -2.8 | -0.1 | -3.7
O=C(CSc1nnc(-c2ccco2)n1Cc1ccco1)N1CCOCC1 | 2.0 | -10.1 | 0.6 | 0.9 | -5.0 | -7.6 | 1 | -2.3 | -0.2 | -3.5
O=C(c1ccco1)N1CCN(c2nc(C3CC3)nc3sc4c(c23)CCCC4)CC1 | -1.1 | 22.9 | -4.1 | 1 | 27.1 | -13.9 | 1.1 | 0.7 | -0.4 | -8.6
O=C(COC(=O)c1cnccn1)c1ccc(Br)cc1 | 1.8 | 5.0 | 3.1 | 1 | -5.6 | -9.8 | 1 | -0.7 | -0.4 | -5.1
CCOc1ccc(/C=N/Nc2nc(N3CCCC3)nc(N3CCCC3)n2)cc1OC | 1.2 | . | 1.4 | 1 | 13.8 | -5.5 | 0.9 | 1.3 | 0.1 | -4.6
NC(=O)c1c(NC(=O)C2CCCO2)sc2c1CCCCC2 (stereo unspecified) | -1.1 | -4.5 | -1.7 | 1 | 2.9 | -8.1 | 1.2 | -0.1 | -0.2 | 4.2
O=C(CSc1nnc(-c2cccs2)n1Cc1ccco1)Nc1ccc2c(c1)OCO2 | 2.9 | -18.5 | -0.9 | 0.9 | -9.3 | -5.7 | 0.8 | 1.0 | 0.4 | 3.6
C=CCn1c(SCc2nc3scc(-c4ccccc4)c3c(=O)[nH]2)nnc1-c1ccccc1F | 4.2 | -7.2 | -1.0 | 1 | 47.6 | -42.8 | 1 | 0.3 | -0.1 | 2.2
CC(C)CN(C)C(=O)CC1C(=O)NCCN1C (stereo unspecified) | -0.4 | -22.8 | -0.2 | 1 | -4.8 | -10.7 | 1 | -0.2 | -0.1 | -1.4
C[n+]1ccccc1/C=N/O | -0.3&2.6 | -2.7&-10.6 | -0.1&2.1 | 0.9 | -4.6&-0.4 | -5.6 | 0.8 | -0.5&2.5 | -0.2&-0.4 | 1.1
COc1cccc(C(=O)NNC(=O)c2ccccc2-n2cccc2)c1 | 0.4 | -28.4 | -1.5 | 1 | -1.6 | -25.2 | 1 | -1.0 | -0.3 | -1.7
CC(C)C(C(=O)Nc1ccc(N2CCOCC2)cc1)N1C(=O)c2ccccc2C1=O (stereo unspecified) | 9.3* | 1.8 | 3.0 | 0.9 | -0.6 | -10.5 | 0.9 | -0.8 | -0.2 | 0.3
Cc1cc(NC(=O)c2ccc(Cl)cc2)c(C(C)C)cc1O | 1.1 | . | 1.7 | 1 | 5.3 | -12.5 | 0.9 | -0.3 | -0.3 | -1.8
CC(C)CNS(=O)(=O)c1ccc(CCC(=O)N2CCN(Cc3ccccc3)CC2)cc1 | 0.5 | . | 0.8 | 1 | -5.0 | -10.4 | 0.9 | -3.2 | -0.4 | -4.9
CCOc1ccc(C(=O)COC(=O)CC)cc1 | 1.9 | . | -0.6 | 0.9 | -5.5 | -8.4 | 0.9 | -0.2 | -0.3 | -0.6
